# STEP block: blocks human striatal-enriched tyrosine phosphatase; 0.25% of 360,000 active; P54829; AID 588621; inhibition, % at 20 µM; recombinant STEP, OMFP fluorogenic substrate, fluorescence;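 active = inhibition at 20 µM, scaled per plate between control wells, above about 37%, limit read from the data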;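 also: 0% = DMSO with enzyme and substrate and 100% = substrate only without enzyme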
#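 Also added – OMFP at 25 µM · Test system – STEP tyrosine phosphatase · Technique – FITC-channel fluorescence of OMFP product · Schedule – 20 min at room temperature, dark · Evaluation – control-normalized % inhibition with plate pattern correction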
# NadD inh: NadD (S. aureus) enzyme inhibition; 0.78% of 360,000 active; purified NadD enzyme, colorimetric absorbance read-out; inhibition, % at 20 µM; in the data active = inhibition above about 26%; also: some compounds past the cut are filed as inactive
# SUMO1-SIM PPI: alters human SUMO1 binding to SIM partners; P63165; inhibition, % at 20 µM; 0.33% of 360,000 active; SUMO1 binding to a labelled peptide, TR-FRET, 1 h; in the data active = inhibition above about 37%
# Target sequence (P63165 whole entry, looked up): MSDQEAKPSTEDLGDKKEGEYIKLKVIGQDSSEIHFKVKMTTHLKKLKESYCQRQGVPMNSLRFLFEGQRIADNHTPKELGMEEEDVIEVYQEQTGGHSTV
# MT1-MMP act inh: blocks activation of human MT1-MMP; P50281; HT1080 RFP-PRO-GFP cells, GFP/RFP ratio fluorescence, overnight; percent of plate control window, DMSO zero; GFP/RFP ratio change, % at 20 µM; 0.061% of 360,000 active;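 active = GFP/RFP ratio change of at least 30% with cell ATP level not reduced by more than half and red fluorescence within 50% of control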; also: strong numbers were not always called active
#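 Test system: HT1080 cells expressing an RFP-PRO-GFP fluorescent reporter construct / Compound dosing: single-point 20 µM compound, 1% DMSO / Schedule: cells overnight before dosing, compound overnight, 37 °C, 5% CO2 / Evaluation: GFP/RFP fluorescence ratio / Control set: DMSO and RFP-L50D-GFP cell wells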
# NRP1-CendR mod: alters CendR peptide binding to human NRP-1; 0.85% of 360,000 active; FAM-RPARPAR peptide binding to NRP-1, fluorescence polarization; inhibition, % at 25 µM;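 active = inhibition or corrected inhibition above about 18%, plus a signal ratio from 0.5 to 1.5, limit read from the data, passing the limit was not always enough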; also: strong numbers were not always called active
# Rpn11 inh: Rpn11 (human) deubiquitinase inhibition; O00487; human 26S proteasome, Ub4-pepOG fluorescence polarization; 20S core pre-blocked with epoxomicin; calls only at 20 µM; 0.59% of 360,000 active; AID 588493;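 active = inhibition at 20 µM, scaled to each plate's controls, above about 33%, limit read from the data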
# Target sequence (O00487 whole entry, looked up): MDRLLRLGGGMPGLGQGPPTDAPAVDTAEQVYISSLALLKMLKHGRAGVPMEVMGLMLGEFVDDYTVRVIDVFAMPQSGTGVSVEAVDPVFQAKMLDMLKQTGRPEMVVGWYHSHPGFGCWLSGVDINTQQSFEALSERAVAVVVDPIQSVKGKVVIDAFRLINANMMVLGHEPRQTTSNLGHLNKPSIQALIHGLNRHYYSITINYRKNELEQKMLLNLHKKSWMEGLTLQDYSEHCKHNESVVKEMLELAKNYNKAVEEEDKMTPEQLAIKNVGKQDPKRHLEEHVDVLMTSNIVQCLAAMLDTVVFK
# LMPTP inh: blocks human LMPTP phosphatase; recombinant LMPTP-A, OMFP fluorogenic substrate, fluorescence intensity; P24666; 0.22% of 360,000 active; inhibition, % at 20 µM; AID 651560;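 active = compounds that cut the enzyme signal by at least half of the control window in the single-dose screen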;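 also: plate controls were DMSO wells with enzyme plus substrate for no effect and substrate without enzyme for full effect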
# Target sequence (P24666 whole entry, looked up): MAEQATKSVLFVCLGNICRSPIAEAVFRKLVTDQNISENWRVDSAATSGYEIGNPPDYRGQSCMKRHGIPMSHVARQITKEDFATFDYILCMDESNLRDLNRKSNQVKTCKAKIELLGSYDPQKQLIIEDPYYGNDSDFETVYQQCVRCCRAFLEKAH
#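 Buffer or medium: Bis-Tris pH 6.0, DTT, detergent; Assay system: LMPTP-A enzyme; Quantity: 0.625 nM enzyme; Detection: endpoint fluorescence intensity; Times: 50 min dark incubation at room temperature; Controls: substrate-only low control, DMSO enzyme-plus-substrate high control; Doses: single 20 µM dose; Read-out: percent inhibition versus substrate-only and uninhibited controls; Reagent: 400 µM OMFP.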
# Scp-1 inhibitor: Scp-1 (human) phosphatase inhibition | AID 493091 | Recombinant Scp1, phosphopeptide, malachite green phosphate absorbance | Q9GZU7 | 0.88% of 340,000 active | inhibition, % at 20 µM;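 active = inhibition above about 50% at 20 µM, limit read from the data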;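 also: plate controls were DMSO wells with enzyme for no effect and wells lacking enzyme for full effect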
# Target sequence (Q9GZU7 76-261 limits assumed): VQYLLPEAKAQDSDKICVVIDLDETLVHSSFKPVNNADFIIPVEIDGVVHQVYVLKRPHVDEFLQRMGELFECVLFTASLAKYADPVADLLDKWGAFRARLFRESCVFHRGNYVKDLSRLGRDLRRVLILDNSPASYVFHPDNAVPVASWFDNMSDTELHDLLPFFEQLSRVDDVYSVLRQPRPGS
#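 Test system: SCP-1 catalytic domain; Buffer or medium: Acidic Tris acetate buffer with magnesium and detergent; Also added: Phosphorylated 17-residue peptide substrate; Compound: single 20 µM dose, 1% DMSO; Schedule: enzyme reaction 45 min at room temperature, colour 5 min, stabilisation 30 min; Signal: Phosphate-binding colour reagent, absorbance read at 630 nm.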
# DNMT1 inh: blocks human DNA methyltransferase DNMT1. P26358. DNMT1 molecular beacon, Hinp1I cleavage, fluorescence. inhibition (reported as % activation of signal), % at 10 µM. 0.83% of 360,000 active; in the data active = inhibition above about 50%
# SKN-1 block: C. elegans SKN-1 inhibition. inhibition, % at 21.8 µM. C. elegans VP596 Pgst-4::GFP/RFP ratio, acrylamide-induced, 24 h. 0.49% of 360,000 active;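 active = interference check ratio from 0.5 to 1.5 plus GFP to RFP signal ratio inhibition reaching or exceeding a fixed threshold, cut at about 30% in these data, passing the limit was not always enough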; also: some compounds called inactive have numbers as strong as hits
# Active calls of the source: *; i = inactive; . = no result given; + = active, no number.
# Assay codes: A = STEP block; B = NadD inh; C = SUMO1-SIM PPI; D = MT1-MMP act inh; E = NRP1-CendR mod; F = Rpn11 inh; G = LMPTP inh; H = Scp-1 inhibitor; I = DNMT1 inh; J = SKN-1 block
> CC1CC(NC(=O)/C=C/C(=O)O)CC(C)(C)C1 (stereo not given)
  A = 0 | B = 3 | C = 1 | D = -1 | E = 2 | F = i | G = -1.0 | H = -7 | I = -2 | J = -3

> CN(C)S(=O)(=O)c1cc(NC(=O)COC(=O)/C=C/c2ccco2)ccc1Cl
  A = 1 | B = 18 | C = -8 | D = -5 | E = -23 | F = i | G = 2.2 | H = 35 | I = 23 | J = -12

> Cc1cc(NCc2ccccc2)n2ncc(-c3ccccc3)c2n1
  A = -1 | B = -5 | C = 5 | D = 7 | E = 0 | F = i | G = 2.3 | H = -3 | I = -4 | J = -2

> O=C(c1ccccc1)c1ccc(O)cc1O
  A = -11 | B = 0 | C = -7 | D = -120 | E = 130 | F = i | G = -1.8 | H = -13 | I = 33 | J = -46

> Cc1cccc(C(=O)NNC2=C(C(=O)C(F)(F)F)CCC2)c1O
  A = 4 | B = -1 | C = 10 | D = 7 | E = 58* | F = i | G = -0.4 | H = 0 | I = -2 | J = 23

> CCCCCC(=O)N/N=C/c1cccs1
  A = -2 | B = -2 | C = -8 | D = 1 | E = -1 | F = i | G = 0.9 | H = -2 | I = -4 | J = 2

> CCOC(=O)c1ccc(CSc2nnc(-c3ccncc3)n2N)cc1
  A = 1 | B = -1 | C = -4 | D = 1 | E = -6 | F = i | G = -0.9 | H = 4 | I = 2 | J = -4

> O=C(O)c1ccc(N/C(=N\S(=O)(=O)c2ccc(Cl)cc2)c2ccccc2)cc1
  A = -3 | B = -8 | C = 2 | D = 3 | E = -1 | F = i | G = -2.1 | H = 2 | I = 0 | J = -9

> O=C(CCCc1nc(-c2ccc(Cl)cc2)no1)NC1CCCCC1
  A = -1 | B = 2 | C = 2 | D = -6 | E = 4 | F = i | G = 1.1 | H = -7 | I = 1 | J = -4

> COC(=O)c1ccc(/C=N/OCC(=O)NCCc2ccc(OC)c(OC)c2)cc1
  A = -1 | B = -16 | C = 0 | D = -2 | E = 7 | F = + | G = 0.6 | H = -1 | I = -6 | J = 4

> O=C(CN1CCN(C(=O)c2ccco2)CC1)Nc1ccc(Br)cc1
  A = 0 | B = -2 | C = 1 | D = 2 | E = 12 | F = i | G = 0.7 | H = -2 | I = 2 | J = -14

> CCSc1nnc(NC(=O)CSc2nncc(=O)n2N)s1
  A = -2 | B = 0 | C = 3 | D = 2 | E = 7 | F = i | G = -0.8 | H = -12 | I = 6 | J = -10

> Cc1ccc(C(=O)Cn2cnc3ccccc3c2=O)cc1
  A = -2 | B = 5 | C = -1 | D = 0 | E = 19 | F = i | G = -0.9 | H = 4 | I = -5 | J = 23

> COc1ccccc1Cc1nc(-c2ccc(C)cc2)no1
  A = 4 | B = -4 | C = 4 | D = 0 | E = 9 | F = i | G = 1.6 | H = -9 | I = -1 | J = -13

> O=C(NCCC(=O)N1CCCC1)c1ccccc1Cl
  A = -2 | B = -3 | C = -3 | D = -4 | E = 17 | F = i | G = -1.7 | H = 1 | I = 3 | J = -10

> CCNC(=O)Nc1cc(S(=O)(=O)Nc2ccc(OC)cc2)ccc1N1CCOCC1
  A = 1 | B = 2 | C = -3 | D = 4 | E = 4 | F = i | G = 0.7 | H = -8 | I = -4 | J = 5

> COc1ccc(Cl)cc1-c1nc(SCC(=O)NC2CCS(=O)(=O)C2)n[nH]1 (stereo not given)
  A = -2 | B = -1 | C = 5 | D = -3 | E = 11 | F = i | G = -2.8 | H = -13 | I = -4 | J = -1

> O=C(O)c1cccc(NC(=S)N/N=C/c2c[nH]c3ccccc23)c1
  A = -2 | B = -4 | C = 10 | D = 5 | E = -2 | F = i | G = -1.3 | H = -8 | I = -3 | J = 0

> CC1N=C(SCC(=O)c2ccc(F)cc2)N2C(C)N=C(SCC(=O)c3ccc(F)cc3)N12 (stereo not given)
  A = 3 | B = 22 | C = 20 | D = 5 | E = -28 | F = i | G = 1.6 | H = . | I = -25 | J = -9

> CC(=O)Nc1cccc(C(=O)OCC(=O)NC(=O)NC2CCCC2)c1
  A = 2 | B = -5 | C = -2 | D = 3 | E = 8 | F = i | G = -0.7 | H = . | I = 5 | J = -5

> CC(=O)C1CCN(Cc2ccccc2)CC1
  A = -1 | B = -6 | C = 2 | D = -2 | E = 12 | F = i | G = 0.2 | H = -2 | I = 3 | J = -20

> O=C(C#Cc1ccccc1)c1ccco1
  A = 0 | B = -11 | C = -21 | D = -2 | E = 2 | F = i | G = -1.3 | H = -18 | I = 21 | J = -4

> CC(C)C(OC(=O)c1cc2c(s1)CCCCC2)C(=O)NC(N)=O (stereo not given)
  A = -2 | B = 0 | C = 3 | D = 2 | E = 8 | F = i | G = -0.1 | H = -1 | I = 10 | J = 5

> CCOc1ccc(N(CC(=O)NC2CCCC2)C(=O)CCC(=O)Nc2nc(C)cs2)cc1
  A = 0 | B = -4 | C = 2 | D = -1 | E = 2 | F = i | G = -1.2 | H = -3 | I = 1 | J = 13

# Entries listed so far that have a halogen, in the order listed:
# Assay codes: A = STEP block; B = NadD inh; C = SUMO1-SIM PPI; D = MT1-MMP act inh; E = NRP1-CendR mod; F = Rpn11 inh; G = LMPTP inh; H = Scp-1 inhibitor; I = DNMT1 inh; J = SKN-1 block
> CN(C)S(=O)(=O)c1cc(NC(=O)COC(=O)/C=C/c2ccco2)ccc1Cl
  A = 1 | B = 18 | C = -8 | D = -5 | E = -23 | F = i | G = 2.2 | H = 35 | I = 23 | J = -12

> Cc1cccc(C(=O)NNC2=C(C(=O)C(F)(F)F)CCC2)c1O
  A = 4 | B = -1 | C = 10 | D = 7 | E = 58* | F = i | G = -0.4 | H = 0 | I = -2 | J = 23

> O=C(O)c1ccc(N/C(=N\S(=O)(=O)c2ccc(Cl)cc2)c2ccccc2)cc1
  A = -3 | B = -8 | C = 2 | D = 3 | E = -1 | F = i | G = -2.1 | H = 2 | I = 0 | J = -9

> O=C(CCCc1nc(-c2ccc(Cl)cc2)no1)NC1CCCCC1
  A = -1 | B = 2 | C = 2 | D = -6 | E = 4 | F = i | G = 1.1 | H = -7 | I = 1 | J = -4

> O=C(CN1CCN(C(=O)c2ccco2)CC1)Nc1ccc(Br)cc1
  A = 0 | B = -2 | C = 1 | D = 2 | E = 12 | F = i | G = 0.7 | H = -2 | I = 2 | J = -14

> O=C(NCCC(=O)N1CCCC1)c1ccccc1Cl
  A = -2 | B = -3 | C = -3 | D = -4 | E = 17 | F = i | G = -1.7 | H = 1 | I = 3 | J = -10

> COc1ccc(Cl)cc1-c1nc(SCC(=O)NC2CCS(=O)(=O)C2)n[nH]1 (stereo not given)
  A = -2 | B = -1 | C = 5 | D = -3 | E = 11 | F = i | G = -2.8 | H = -13 | I = -4 | J = -1

> CC1N=C(SCC(=O)c2ccc(F)cc2)N2C(C)N=C(SCC(=O)c3ccc(F)cc3)N12 (stereo not given)
  A = 3 | B = 22 | C = 20 | D = 5 | E = -28 | F = i | G = 1.6 | H = . | I = -25 | J = -9

# Full records, looked up by structure:
# O=C(NCCC(=O)N1CCCC1)c1ccccc1Cl is entered as STEP block = -2; NadD inh = -3; SUMO1-SIM PPI = -3; MT1-MMP act inh = -4; NRP1-CendR mod = 17; Rpn11 inh = i; LMPTP inh = -1.7; Scp-1 inhibitor = 1; DNMT1 inh = 3; SKN-1 block = -10
# CC1N=C(SCC(=O)c2ccc(F)cc2)N2C(C)N=C(SCC(=O)c3ccc(F)cc3)N12 (stereo not given) is entered as STEP block = 3; NadD inh = 22; SUMO1-SIM PPI = 20; MT1-MMP act inh = 5; NRP1-CendR mod = -28; Rpn11 inh = i; LMPTP inh = 1.6; Scp-1 inhibitor = .; DNMT1 inh = -25; SKN-1 block = -9

# Source: PubChem
